# Source: PubChem BioAssay
# Cl transport mod – modulates chloride dependent transport by human KCC2; Q9H2X9; KCC2 cells, thallium flux FluoZin-2 fluorescence; B-score of Tl+ flux slope (higher = more flux/activation; lower = inhibition) at 10 µM; 190,000 compounds, 2.2% hits; AID 1456;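 active = thallium flux slope and its plate-corrected score both differing from the plate sample mean at a set confidence after two filtering rounds, in either direction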;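 also: slope of fluorescence scaled to starting intensity during 10 to 20 s after thallium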
# PERK inhibitor – blocks human PERK kinase | Q9NZJ5 | CHO PERK-DD fusion, SEAP luminescence translation reporter | inhibition, % at 5.6 µM | 220,000 compounds, 0.17% hits | AID 1416;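 active = inhibition above the mean inhibition of all tested compounds plus 3 SD, set separately per screening campaign, cut at about 2.9% in these data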;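 also: PERK kinase domain activated by AP20187 dimerizer at 100 nM; 0% = DMSO with dimerizer and 100% = rapamycin at 8.4 µM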
# hK5 inh – blocks human kallikrein 5 protease activity; Q9Y337; recombinant hK5, fluorogenic AMC substrate cleavage; inhibition, % at 5 µM; 210,000 compounds, 0.59% hits; AID 873;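 active = inhibition of 40% or more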;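 also: 0% = enzyme controls without compound and 100% = no-enzyme blanks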
# Target sequence (Q9Y337 67-293 limits assumed): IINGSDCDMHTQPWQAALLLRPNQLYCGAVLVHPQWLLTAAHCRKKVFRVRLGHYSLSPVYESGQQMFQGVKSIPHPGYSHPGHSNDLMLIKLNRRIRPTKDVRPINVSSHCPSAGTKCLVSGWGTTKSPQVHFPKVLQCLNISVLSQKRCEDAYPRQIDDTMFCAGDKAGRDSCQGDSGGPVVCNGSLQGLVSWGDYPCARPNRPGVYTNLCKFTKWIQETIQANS
# Rad51 HR inh – Rad51 (human) homologous recombination inhibition; hRad51 DNA strand exchange, fluorescence dequenching; 200,000 compounds, 0.085% hits; inhibition, % at 10 µM; Q06609;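 active = inhibition above 40% at the single screening dose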;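 also: 0% = DMSO control wells and 100% = blanks with heterologous ssDNA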
#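 System: human Rad51 nucleoprotein filaments preassembled on unlabelled ssDNA. Reagent: labelled 47-mer dsDNA for strand exchange. Schedule: 30-min compound preincubation and 15-min exchange, both room temperature. Measured by: FRET fluorescence dequenching, excitation 485 nm, emission 520 nm. Read-out: Fluorescence-based percent inhibition, control- and blank-normalised. Benchmarks: plate controls and plate blanks.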
# FXIa inh – inhibitors of human coagulation factor XIa | P03951 | purified FXIa, Boc-Glu-Ala-Arg-AMC fluorogenic substrate | inhibition, % at 5 µM | 220,000 compounds, 0.14% hits;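 active = inhibition of at least 40%; inactive = inhibition below 40%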;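 also: fluorescence of freed AMC excited at 355 nm; 0% = enzyme without compound and 100% = no enzyme blank; many of its hits are not listed in these tables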
# m-calpain inh – blocks pig calpain II enzyme activity. 220,000 compounds, 0.37% hits. purified calpain II, fluorogenic peptide substrate, 30 min. inhibition, % at 16 µM. AID 1236;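 active = inhibition above about 50%, limit read from the data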
# FXIIa inh – blocks human coagulation factor XIIa protease activity. P00748. purified FXIIa, Boc-QGR-AMC fluorogenic substrate, 2 h. inhibition, % at 5 µM. 220,000 compounds, 0.3% hits. AID 800; in the data active = inhibition above about 40%;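 also: 0% = enzyme with no compound and 100% = blank without enzyme; many of its hits are not listed in these tables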
# Thrombin inh – blocks human thrombin protease activity; P00734; alpha-thrombin, Boc-VPR-AMC fluorogenic substrate cleavage; inhibition, % at 5 µM; 220,000 compounds, 0.26% hits; AID 1046;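 active = inhibition at or above 40%; inactive = inhibition below 40%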;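 also: 0% = enzyme with no compound and 100% = wells without enzyme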
#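 Assay system: human alpha-thrombin enzyme. Reagent: Boc-VPR-AMC substrate, 15 µM final. Compound dosing: one concentration per compound, 5 µM, with 0.2% DMSO. Incubation: room-temperature reaction. Technique: AMC fluorescence, 355/460 nm. Measure: % inhibition relative to enzyme controls and enzyme-free blanks.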
# Furin inhibitor – inhibitors of human furin | P09958 | purified furin, fluorogenic substrate cleavage | inhibition, % at 30 µM | 220,000 compounds, 0.061% hits | AID 463115; in the data active = inhibition above about 25%; also: inactives centre near -15
# Target sequence (P09958 108-714 limits assumed): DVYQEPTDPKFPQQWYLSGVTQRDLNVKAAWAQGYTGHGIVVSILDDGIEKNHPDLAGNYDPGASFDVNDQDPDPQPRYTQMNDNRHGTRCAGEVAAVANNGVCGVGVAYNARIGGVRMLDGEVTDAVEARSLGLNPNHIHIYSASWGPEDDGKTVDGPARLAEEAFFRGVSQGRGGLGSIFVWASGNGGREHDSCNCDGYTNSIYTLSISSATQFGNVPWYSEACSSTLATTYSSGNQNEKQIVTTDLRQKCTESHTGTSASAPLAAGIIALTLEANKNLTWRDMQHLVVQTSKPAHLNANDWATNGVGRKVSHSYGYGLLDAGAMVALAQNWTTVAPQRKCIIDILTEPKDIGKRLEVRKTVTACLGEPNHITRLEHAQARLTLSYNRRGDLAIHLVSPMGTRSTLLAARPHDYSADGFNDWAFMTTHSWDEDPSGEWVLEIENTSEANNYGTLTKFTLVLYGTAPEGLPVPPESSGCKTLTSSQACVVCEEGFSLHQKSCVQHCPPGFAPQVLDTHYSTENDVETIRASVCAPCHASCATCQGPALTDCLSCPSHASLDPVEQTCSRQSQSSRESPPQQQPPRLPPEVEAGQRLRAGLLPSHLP
# Numbers without * were called inactive; . = not tested or not shown; [ ] = remark or other dose. An excerpt (hit frequency here may not be typical).
SMILES,Cl transport mod,PERK inhibitor,hK5 inh,Rad51 HR inh,FXIa inh,m-calpain inh,FXIIa inh,Thrombin inh,Furin inhibitor
CCOC(=O)c1c(NC(=O)CN2CCCCC2)sc(CN(C)C)c1-c1ccccc1,0.027,-0.5,0,4,-4,9,6,10,-17
COc1ccccc1Nc1nnc(SCc2cc(=O)n3ccsc3n2)s1,-0.85,1.4,-17,2,-1,3,0,3,-11
CCn1nc(C(=O)Nc2ccc3nc(C)sc3c2)c2ccccc2c1=O,-0.099,-1.4,-10,-3,-5,-52,-8,-8,-5
O=C(c1ccco1)N1CCN(C(=O)N2CCOCC2)CC1,.,1.5,4,-2,8,-18,16,0,-21
Clc1ccccc1CN(Cc1ccccc1)c1ncnc2nc[nH]c12,0.48,0.1,0,8,3,7,11,0,-24[20 µM]
CCOC(=O)c1c(NC(=O)/C=C/C(=O)O)sc(C)c1-c1ccc(C(C)(C)C)cc1,-0.67,0.5,-7,-21,-2,-60,3,6,-16
Nc1ccc(NC(=O)c2ccc(C(=O)Nc3ccc(N)cc3)cc2)cc1,-0.35,-0.7,1,22,3,1,14,3,-18
S=c1[nH]nc(C2CCCCC2)n1/N=C/c1cccs1,6.1*,-0.4,-7,.,-10,-12,13,3,-11
COC(=O)CN(c1cc(OC)ccc1OC)S(=O)(=O)c1ccc(OC)c(OC)c1,-1,-0.4,-12,.,4,9,7,0,-4
O=C(COC(=O)c1cc([N+](=O)[O-])ccc1NCCO)NCc1cccs1,-1.7,-0.2,2,21,-2,4,3,-5,-15
CC1=C(C(=O)Nc2ccccc2)C(c2cc(CN3CCOCC3)cs2)C2=C(CCCC2=O)N1 (stereo not drawn),-0.19,0.1,-8,-16,-4,-162,3,3,-18
Cc1nc(C)n(CC(=O)N2CCCC(C(=O)c3cccc4ccccc34)C2)n1 (stereo not drawn),.,0.1,4,.,0,-8,7,0,-18

# 6 of the compounds above, bar-delimited.
SMILES | Cl transport mod | PERK inhibitor | hK5 inh | Rad51 HR inh | FXIa inh | m-calpain inh | FXIIa inh | Thrombin inh | Furin inhibitor
Clc1ccccc1CN(Cc1ccccc1)c1ncnc2nc[nH]c12 | 0.48 | 0.1 | 0 | 8 | 3 | 7 | 11 | 0 | -24[20 µM]
CCOC(=O)c1c(NC(=O)/C=C/C(=O)O)sc(C)c1-c1ccc(C(C)(C)C)cc1 | -0.67 | 0.5 | -7 | -21 | -2 | -60 | 3 | 6 | -16
Nc1ccc(NC(=O)c2ccc(C(=O)Nc3ccc(N)cc3)cc2)cc1 | -0.35 | -0.7 | 1 | 22 | 3 | 1 | 14 | 3 | -18
S=c1[nH]nc(C2CCCCC2)n1/N=C/c1cccs1 | 6.1* | -0.4 | -7 | . | -10 | -12 | 13 | 3 | -11
COC(=O)CN(c1cc(OC)ccc1OC)S(=O)(=O)c1ccc(OC)c(OC)c1 | -1 | -0.4 | -12 | . | 4 | 9 | 7 | 0 | -4
O=C(COC(=O)c1cc([N+](=O)[O-])ccc1NCCO)NCc1cccs1 | -1.7 | -0.2 | 2 | 21 | -2 | 4 | 3 | -5 | -15

# Next part
SMILES,Cl transport mod,PERK inhibitor,hK5 inh,Rad51 HR inh,FXIa inh,m-calpain inh,FXIIa inh,Thrombin inh,Furin inhibitor
CCOc1ccc(C2N(c3ccc(F)cc3)C(=O)C3CCCN32)cc1OC (stereo not drawn),0.023,0.5,-6,-4,4,6,18,1,-34
CC1(C)NC(=O)N(CC(O)COc2cccc(F)c2)C1=O (stereo not drawn),0.79,0.9,-2,-5,-11,-8,4,-1,-19
O=C(Nc1ccon1)c1csc2c1CCCC2,-0.57,-0.5,-17,5,4,-60,-12,-2,-20[20 µM]
CCOc1cc(C(=O)OCC(=O)c2cc(C)n(CC3CCCO3)c2C)ccc1OCC(=O)N1CCOCC1 (stereo not drawn),0.68,-0.7,-2,6,1,2,8,9,-20
O=C(NC(Cc1ccccc1)c1ccc2c(c1)OCCCO2)c1ccccc1 (stereo not drawn),-0.057,-0.9,-11,9,-2,0,4,3,-9[20 µM]
COc1ccc(-c2csc(NC(=O)CC(C)C)n2)cc1,-0.34,-1.0,-5,7,9,-3,16,-2,-11[20 µM]
COC(=O)c1sc(NC(=O)c2ccc(C)o2)nc1C,0.83,0.8,-9,-46,7,20,18,1,-15
CCN(CC)C(=O)c1cnn(-c2ccccc2)c1NC(=O)c1ccco1,0.42,-0.1,-1,-8,8,-21,14,2,-4[20 µM]
N#CCSc1nc2cc(C(=O)N3CCCC3)ccc2c(=O)n1Cc1ccccc1,-1.1,-0.6,-18,5,-4,-25,9,-3,-23
Cc1cc(C(=O)NCC(=O)O)c(C)o1,-0.52,0.6,-28,2,-7,2,-2,-7,-11[20 µM]
COc1cc(Br)cc(CN2CCN(C/C=C/c3ccccc3)CC2)c1O,1.7,0.8,-15,-1,-1,-11,19,-8,-16[20 µM]
C/C(=C\c1ccccc1)C(=O)NCCCn1ccnc1,0.45,1.3,1,-3,-1,-8,3,-5,-26
COc1ccc(N=c2oc3c(OC)cccc3cc2C(=O)NCc2ccco2)cc1OC,-1.3,-0.1,-12,-13,-3,-73,3,-1,-11
O=C(c1cccnc1)C1CCCN(Cc2nc(Cc3ccccc3)no2)C1 (stereo not drawn),0.16,0.6,.,-16,-2,8,2,-6,-19
CC(=O)c1c(-c2ccc(Cl)cc2Cl)noc1C,0.042,0.6,17,8,-7,-16,4,-5,-5
COc1ccc(C(C)=O)cc1COc1ccccc1[N+](=O)[O-],-0.27,0.8,-4,5,-8,-7,3,-33,-16
O=C(Nc1ccn(Cc2ccccc2F)n1)c1ccc(COc2ccc(Br)cc2)cc1,0.099,0.2,2,5,-1,34,4,2,-9[20 µM]
C/C=C/C(=O)Nc1cccc(C2=NOC3(C2)C[C@@H](C(N)=O)N(C(=O)c2cc([N+](=O)[O-])cc([N+](=O)[O-])c2)C3)c1 (stereo partly drawn),-0.98,.,3,-4,3,-37,17,0,-18
COC(=O)CCn1[nH]c(=O)c2ccccc2c1=O,1.4,-0.8,-18,6,-1,13,0,-7,-1
CCCNC(=O)c1onc(CSc2ccncc2)c1C(=O)NCCC,0.42,.,1,-7,2,4,11,1,-22
Cc1ccc(NC(=S)N(CCN2CCOCC2)Cc2ccccc2F)cc1Cl,0.022,0.8,-2,-7,1,39,3,-11,2
Cc1ccc(/C=N/NC(=O)Cn2nc(C)c(Br)c2C)o1,-0.014,0.1,-3,5,6,-31,25,-5,-18[20 µM]
COC(=O)c1ccc(-c2noc(CN(Cc3nccn3C)C(C)C)n2)cc1,0.071,0.0,3,11,2,-9,10,-9,3
Nc1ccc2c(c1)N=[N+]([O-])c1cc(N)ccc1C2,-0.087,0.0,3,19,7,7,8,0,-14
O=C(CN1C(=O)C2CC=CCC2C1=O)OCCN1C(=O)c2ccccc2C1=O (stereo not drawn),-0.15,0.8,-17,0,-9,16,-5,-7,-18
N#Cc1ccc(Oc2nc(Nc3ccc(F)cc3)nc(N3CCCC3)n2)cc1,-0.98,-0.8,-6,3,2,13,17,4,-7[20 µM]
CCOC(=O)CN1C(=O)SC(CC(=O)Nc2nccs2)C1=O (stereo not drawn),.,0.8,-4,3,-5,-29,6,-6,-16[20 µM]
COc1ccc(-c2nc(C#N)c(NCc3ccco3)o2)cc1,0.5,-1.4,-3,0,-6,-260,.,-8,-24
O=C(Oc1cccc(Nc2ncnc3ccccc23)c1)c1ccccc1Cl,.,-0.8,1,-1,-1,3,15,3,-10[20 µM]
CCCC(=O)NCCc1cc2cc(C)c(C)cc2[nH]c1=O,-0.18,0.0,11,6,14,16,25,13,-15[20 µM]
CSC(=S)N/N=C/c1c[nH]c2ccccc12,3.2,0.4,-44,1,3,11,7,-4,8
CCN(Cc1nc(-c2ccc(Cl)cc2)no1)CC1CCCO1 (stereo not drawn),.,0.1,.,22,2,6,8,2,-32
Cc1cc(C)nc(SCc2nnc(SCC(=O)Nc3ccc(C)c(C)c3)n2Cc2ccco2)n1,-1.6,-0.7,16,-7,-1,-3,4,0,-17
O=C(NC(=S)Nc1cccc([N+](=O)[O-])c1)c1ccco1,28*,1.7,-12,25,13,-6,5,0,-10
CCOC(=O)c1sc(=NC(=O)c2ccc(S(=O)(=O)N3CC(C)OC(C)C3)cc2)n(C)c1C (stereo not drawn),1.1,0.7,-9,1,5,-386,13,4,-34
O=C(CSc1nc2ccccc2c(=O)n1Cc1ccco1)NCCN1C(=O)CSC1=O,0.024,-0.8,-3,-21,2,6,2,-1,-11
CCCC(=O)Nc1sc2c(c1C(=O)Nc1ccccn1)CCCC2,-0.5,-0.5,5,-6,3,-9,10,-5,-18
O=C(N/N=C/C=C/c1ccccc1)c1cccc(Br)c1,0.33,-0.9,-14,-7,0,-2,14,-4,-19[20 µM]
COc1ccc(S(=O)(=O)N2CCCC2C(=O)n2nc(C)cc2C)cc1 (stereo not drawn),-0.53,0.7,.,.,-1,28,0,1,1
COc1ccc(CC2(CO)CCN(Cc3cccnc3)CC2)cc1,-0.7,0.2,36,3,34,21,34,12,-5
Cc1ccc(S(=O)(=O)N2CCN(C(=O)C3CCCCC3)CC2)cc1,-0.29,0.7,2,-8,1,-23,8,-1,-17
CCC(C)c1ccccc1NC(=O)c1cccnc1 (stereo not drawn),0.49,0.3,-5,-1,0,-8,2,-10,-14[20 µM]
COC(=O)c1cccc(Cn2c(Cl)c(/C=N/NC(=O)c3ccccc3Cl)sc2=O)c1,0.37,-0.2,-11,-4,3,-2,6,1,-19[20 µM]
CCOC(=O)c1cnc(SCc2nc(N)nc(Nc3ccccc3OC)n2)nc1N,0.85,-1.1,-21,.,-7,26,2,-5,-1[20 µM]
CCC(C)/C(C)=N/NC(=O)CNS(=O)(=O)c1ccc([N+](=O)[O-])cc1 (stereo not drawn),0.026,1.8,.,.,0,18,8,-1,-26
Cc1cc(-c2ccccc2)n2ncnc2n1,0.67,0.2,-1,-1,-2,-20,9,-6,-20
COc1ccccc1N(Cc1cc(=O)[nH]c2ccccc12)C(=O)c1ccccc1,-0.18,-1.2,2,0,1,-8,4,-2,-16
Fc1cccc(Cl)c1CSc1nnc(CNc2ccccc2)o1,-3.5*,1.2,-1,5,0,5,9,-1,-24
CCN(CC)S(=O)(=O)c1cccc(C(=O)N/N=C/c2ccc(OC)c(O)c2)c1,-0.7,0.0,-3,-6,4,30,7,-8,7
CC(C)COc1ccc(C(=O)NCc2ccco2)cc1,1.9,1.9,-3,8,5,-6,15,3,-17[20 µM]
CCC1CCc2c(sc(NC(=O)C3c4ccccc4Oc4ccccc43)c2C(N)=O)C1 (stereo not drawn),0.38,0.6,1,-7,-12,-19,-7,24,-8
O=C(NC(=S)Nc1c(Cl)ccc2nsnc12)c1ccco1,19*,0.5,6,-11,-2,1,0,-9,-13
Cc1c(Cl)cccc1NC(=S)N1CCC(C(N)=O)(N2CCCCC2)CC1,0.85,0.0,-9,.,-1,-11,9,-4,-25
COc1ccc(Cl)cc1NC(=S)N1CCN(c2ncccn2)CC1,.,-0.6,-8,-2,-5,6,-1,5,-11
OCCNc1ncnc2c1ncn2Cc1ccccc1,0.24,0.9,-14,1,6,16,16,5,-22
COc1ccc(OCCCC(=O)N2CCCc3ccccc32)cc1,.,-0.6,-22,-2,-3,22,5,0,-12
COc1ccc(CC(NC(C)=O)C(=O)NC2CCN(c3c(Cc4ccccc4)c(C)nc4ncnn34)CC2)c(OC)c1 (stereo not drawn),0.13,0.5,-4,-1,-7,-31,0,-7,-16
CCOc1ccc(NC(=O)c2ccc(NC(=O)CSc3nc4ccccc4c(=O)[nH]3)cc2)cc1,0.11,0.0,0,0,2,-67,8,-5,-30
